TrxR1 substrate = substrates of rat thioredoxin reductase 1. 390,000 tested, 0.01% active. purified TrxR1 substrate turnover, NADPH consumption readout. O89049. Potency, µM (series often up to 114 µM), for inactives: top-dose activity change, negative = substrate turnover; note: % is set by controls: 0 for no effect and ±100 for the full control effect; nearly all actives have a fitted effect of over 50% in size
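Rat TrxR1, dispensed at 90 nM, was prereduced with 400 uM NADPH (final) for 5 min at ~22 deg C, then incubated with compound 15 min before 400 uM selenite. A first-read NADPH fluorescence drop versus no-compound background flagged substrates.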
IDH1 R132H inh = inhibitors of human mutant IDH1 R132H | O75874 | IDH1-R132H enzyme, NADPH consumption, diaphorase/resazurin fluorescence | Potency, µM (series often up to 76.6 µM), inactives show top-dose activity change, negative = inhibition, actives largely listed as inhibitors | 390,000 tested, 0.093% active | AID 602179; note: % is set by controls: 0 for no effect and ±100 for the full control effect; nearly all actives have a fitted effect of over 65% in size
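IDH1-R132H (0.5 ug/mL dispensed) in pH 7.5 Tris buffer was preincubated 30 min with compound, then given a substrate mix of 0.016 mM NADPH and 2 mM alpha-KG for 80 min at room temperature; remaining NADPH was read by diaphorase/resazurin fluorescence.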
RGS4 inhibitor = blocks human RGS4-accelerated GTP hydrolysis. P49798. Transcreener GDP fluorescence polarization, RGS4-accelerated GTP hydrolysis. Potency, µM (titrated, usually from 114 µM), for the others: top-dose activity change, negative = inhibition, hits mostly inhibitors. 390,000 tested, 0.039% active. AID 504845; note: % is set by controls: 0 for no effect and ±100 for the full control effect; nearly all actives have a fitted effect of over 75% in size; some results filed as inactive show a strong effect at the top dose
Target sequence (P49798 whole entry, looked up): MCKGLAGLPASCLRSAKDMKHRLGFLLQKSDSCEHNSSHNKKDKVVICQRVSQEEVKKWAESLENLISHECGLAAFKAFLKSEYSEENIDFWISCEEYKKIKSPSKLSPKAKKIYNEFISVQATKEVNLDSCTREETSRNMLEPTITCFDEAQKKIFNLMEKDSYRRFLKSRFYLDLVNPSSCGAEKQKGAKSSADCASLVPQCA
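MLSMR compounds (23 nl, pin-transferred) preincubated 10 min at room temperature with a 500nM (2x) first reagent, then RGS4 at 900nM (2x) plus Transcreener GDP mix added; fluorescence polarization (620/688 nm) read before and after 90 min at 30 °C.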
RXFP1 agonist = RXFP1 (human) receptor agonism; AID 2676; 370,000 tested, 0.3% active; Potency, µM (top dose mostly 57.5 µM), inactives show at the highest dose activation, usual class: activators; HEK293T-RXFP1 cAMP TR-FRET, 30 min; response scale: percent of porcine relaxin response, buffer zero; Q9HBX9; note: % is set by controls: 0 for no effect and ±100 for the full control effect; nearly all actives have a fitted effect of over 60% in size; many of its hits are not listed in these tables
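HEK293 cells stably expressing RXFP1, treated 30 min at 37C with compounds plus PDE4 inhibitor Ro 20174; cAMP measured by HTRF TR-FRET. Normalized to buffer and 29 nM porcine relaxin; EC50 by Hill fit.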
ALOX12 inh = ALOX12 (human) lipoxygenase inhibition | purified 12hLO, xylenol orange hydroperoxide absorbance | AID 1671190 | Potency, µM (titrated, usually from 108 µM), for the others: top-dose activity change, negative = inhibition, actives largely listed as inhibitors | 580,000 tested, 1.1% active; note: % is set by controls: 0 for no effect and ±100 for the full control effect
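Hydroperoxide product was detected by ferrous iron/xylenol orange as the 573 to 405 nm absorbance ratio. Arachidonic acid at 40 uM (final) was turned over for 30 min at room temperature by 150 nM human 12hLO, pH 7.0 Hepes buffer, after 15 min compound preincubation.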
Vif-A3F inh = blocks the Vif interaction with APOBEC3F | AID 602313 | 390,000 tested, 0.2% active | HeLa A3F-eYFP + Vif (tagged APOBEC3F with the HIV-1 protein that degrades it), YFP fluorescence increase | Potency, µM (top dose mostly 46.1 µM), for inactives: top-dose activity, negative = active; note: % of control where 0% means no effect; nearly all actives have a fitted effect of over 65% in size
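HeLa cells stably expressing Vif plus C-terminally eYFP-tagged A3F were seeded, incubated overnight at 37 deg C, dosed with compound, incubated overnight again at 37 deg C. Yellow fluorescence (Ex 488/Em 500-530) reported blocked Vif-mediated A3F-eYFP degradation.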
Vif-APOBEC3G blk = blocks the Vif interaction with human APOBEC3G | HeLa A3G-eYFP + Vif (tagged APOBEC3G with the HIV-1 protein that degrades it), YFP fluorescence, overnight | AID 602310 | Q9HC16 | Potency, µM (doses to about 46.1 µM), inactives show top-dose activity, negative = active, actives largely listed as inhibitors | 410,000 tested, 0.076% active;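 note: % is set by controls: 0 for no effect and ±100 for the full control effect; nearly all actives have a fitted effect of over 60% in size; hits raise eYFP signal because A3G escapes Vif-driven loss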
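Read-out is eYFP fluorescence (Ex 488/Em 500-530) from Vif-expressing HeLa A3G-eYFP cells; more signal means A3G escaped Vif-mediated degradation. Cells plated overnight, compound pinned in, incubated overnight at 37 deg C.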
USP1-UAF1 inh = USP1/UAF1 (human) deubiquitinase inhibition. recombinant USP1/UAF1, Ub-Rhodamine cleavage fluorescence. AID 743255. Potency, µM (highest dose often 57.1 µM), for the others: top-dose activity change, negative = inhibition, actives largely listed as inhibitors. 390,000 tested, 0.23% active. O94782; note: % is set by controls: 0 for no effect and ±100 for the full control effect; nearly all actives have a fitted effect of over 60% in size; inactives centre near -12
Target sequence (O94782 whole entry, looked up): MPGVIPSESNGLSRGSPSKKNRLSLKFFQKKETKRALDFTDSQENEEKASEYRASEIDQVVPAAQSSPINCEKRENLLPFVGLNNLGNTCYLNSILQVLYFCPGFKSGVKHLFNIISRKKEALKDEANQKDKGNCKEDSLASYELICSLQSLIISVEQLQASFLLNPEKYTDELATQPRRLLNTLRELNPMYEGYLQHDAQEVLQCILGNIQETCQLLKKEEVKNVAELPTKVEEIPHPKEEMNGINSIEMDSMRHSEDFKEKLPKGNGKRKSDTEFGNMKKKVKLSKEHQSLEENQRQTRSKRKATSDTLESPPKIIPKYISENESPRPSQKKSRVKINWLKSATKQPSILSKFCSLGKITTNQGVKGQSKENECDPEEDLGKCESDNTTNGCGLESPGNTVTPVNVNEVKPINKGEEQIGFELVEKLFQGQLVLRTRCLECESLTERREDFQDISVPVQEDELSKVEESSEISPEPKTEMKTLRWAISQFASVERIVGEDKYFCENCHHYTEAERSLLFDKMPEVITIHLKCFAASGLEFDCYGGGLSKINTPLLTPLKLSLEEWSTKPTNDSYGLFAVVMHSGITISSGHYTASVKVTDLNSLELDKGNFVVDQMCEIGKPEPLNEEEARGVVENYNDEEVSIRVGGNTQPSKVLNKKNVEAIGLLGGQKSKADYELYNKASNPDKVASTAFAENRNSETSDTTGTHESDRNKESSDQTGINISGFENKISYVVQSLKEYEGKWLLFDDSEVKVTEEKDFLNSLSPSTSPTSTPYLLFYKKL
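USP1/UAF1 complex at 1 nM was preincubated with compound for 15 min at room temperature, then Ub-Rho substrate (150nM final) was added. Fluorescence (480/540 nm) was read kinetically, 6 reads every 60 seconds.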
TrxR1 inh = rat TrxR1 inhibition. O89049. recombinant rTrxR1, NADPH fluorescence consumption, selenite substrate. Potency, µM (series often up to 114 µM), without a hit: at the top dose activity change, negative = inhibition, hits mostly inhibitors. 390,000 tested, 1% active. AID 588453; note: % is set by controls: 0 for no effect and ±100 for the full control effect; nearly all actives have a fitted effect of over 65% in size
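Rat TrxR1 (90 nM in the dispensed reagent) was pre-reduced with 400 uM NADPH for 5 min at room temperature, then incubated with compound for 15 min. After 400 uM selenite was added, NADPH fluorescence (Ex 340/Em 450 nm) was followed for 8 min.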
Active calls of the source: *; & = joins results of further samples; [ ] = dose if it differs, or a comment. Calls come from the whole dose curve; as a rule, active = well fitted curve in the direction sought with a large enough effect; inconclusive = small, poorly fitted or top-dose-only effect, or another doubt; inactive = no such curve, though single readings can be large; an effect the other way counts as inactive or inconclusive. Potency is the fitted concentration of half-maximal effect.

What do the screens show for `COc1ccc(/C=N/NS(=O)(=O)c2ccc(NC(C)=O)cc2)cc1`?
TrxR1 substrate: 0%; IDH1 R132H inh: 2%; RGS4 inhibitor: -3%; RXFP1 agonist: 2.3%; ALOX12 inh: -3%; Vif-A3F inh: -1%; Vif-APOBEC3G blk: 1%; USP1-UAF1 inh: -24%; TrxR1 inh: 13%

How did Cc1cc(C)cc(NS(=O)(=O)c2c(C(=O)N3CCOCC3)c(C)n(C)c2C)c1 do in these assays?
TrxR1 substrate: 2%; IDH1 R132H inh: 0%; RGS4 inhibitor: 21%[11.4 µM]; RXFP1 agonist: 0.5%; ALOX12 inh: 15%; Vif-A3F inh: 3%; Vif-APOBEC3G blk: 1%; USP1-UAF1 inh: -24%; TrxR1 inh: 15%

How did CC(C)Cn1c(-c2ccccc2Cl)nc2ccccc21 do in these assays?
TrxR1 substrate: 4%; IDH1 R132H inh: 12%; RGS4 inhibitor: -3%; RXFP1 agonist: 0.1%; ALOX12 inh: -11%; Vif-A3F inh: -1%; Vif-APOBEC3G blk: -2%; USP1-UAF1 inh: -4%; TrxR1 inh: 14%

What do the screens show for `Cc1oc(-c2cccc(Br)c2)[n+]([O-])c1C`?
TrxR1 substrate: -1%; IDH1 R132H inh: -1%; RGS4 inhibitor: -18%; RXFP1 agonist: -0.2%; ALOX12 inh: inconclusive; Vif-A3F inh: 1%; Vif-APOBEC3G blk: 3%; USP1-UAF1 inh: -6%; TrxR1 inh: -20%[57.1 µM]

How did CC(=O)Nc1cc(NC(C)=O)cc(-c2nc3ccccc3[nH]2)c1 do in these assays?
TrxR1 substrate: 0%[57.1 µM]; IDH1 R132H inh: 20%&-22%; RGS4 inhibitor: 9%&-10%; RXFP1 agonist: 1.0%&1.0%; ALOX12 inh: 184%&-2%[activator]; Vif-A3F inh: 1%&1%; Vif-APOBEC3G blk: inconclusive; USP1-UAF1 inh: -22%&-19%; TrxR1 inh: -5%[57.1 µM]

What do the screens show for `COc1ccc(OCc2cc(C(=O)N(C)CC3CCCCO3)no2)c(Cl)c1` (stereo not given)?
TrxR1 substrate: -10%; IDH1 R132H inh: 3%; RGS4 inhibitor: inconclusive; RXFP1 agonist: 0.6%; ALOX12 inh: 0%; Vif-A3F inh: -12%; Vif-APOBEC3G blk: 1%; USP1-UAF1 inh: -12%; TrxR1 inh: -9%

Results for CCOc1ccc(Nc2cc(C)nc(N3CCOCC3)n2)cc1 ?
TrxR1 substrate: -3%; IDH1 R132H inh: 1%; RGS4 inhibitor: -15%; RXFP1 agonist: 2.9%; ALOX12 inh: 0%; Vif-A3F inh: 6%; Vif-APOBEC3G blk: 1%; USP1-UAF1 inh: -10%; TrxR1 inh: -5%

What do the screens show for `CCOC(=O)c1ccc(N2C(=O)CC(C3CCCO3)C2=O)cc1` (stereo not given)?
TrxR1 substrate: -8%; IDH1 R132H inh: 7%; RGS4 inhibitor: 23%; RXFP1 agonist: 2.4%; ALOX12 inh: -55%; Vif-A3F inh: -5%; Vif-APOBEC3G blk: 3%; USP1-UAF1 inh: -18%; TrxR1 inh: -6%

What do the screens show for `Cc1ccc(C(C(=O)NCc2ccc(F)cc2)N(C(=O)c2csnn2)C2CC2)o1` (stereo not given)?
TrxR1 substrate: 7%; IDH1 R132H inh: 1%; RGS4 inhibitor: -37%; RXFP1 agonist: 0.4%; ALOX12 inh: -7%; Vif-A3F inh: 4%; Vif-APOBEC3G blk: -2%; USP1-UAF1 inh: -18%; TrxR1 inh: -8%

What do the screens show for `COc1ccc(Cl)cc1S(=O)(=O)N(C)CC(=O)NCc1ccc2c(c1)OCO2`?
TrxR1 substrate: 6%; IDH1 R132H inh: 0%; RGS4 inhibitor: -27%; RXFP1 agonist: 0.5%; ALOX12 inh: inconclusive; Vif-A3F inh: 2%; Vif-APOBEC3G blk: 3%; USP1-UAF1 inh: -19%; TrxR1 inh: 25%

Results for CNC(=O)Nc1ccc(C2SCCS2)cc1 ?
TrxR1 substrate: 9%[57.1 µM]; IDH1 R132H inh: 12%; RGS4 inhibitor: -16%; RXFP1 agonist: 1.3%; ALOX12 inh: 326%[activator]; Vif-A3F inh: 14%; Vif-APOBEC3G blk: -2%; USP1-UAF1 inh: -8%; TrxR1 inh: 35%[activator][57.1 µM]

How did CC(=O)C(Sc1nnnn1-c1ccc(O)cc1)c1ccccc1 (stereo not given) do in these assays?
TrxR1 substrate: 1%; IDH1 R132H inh: -10%; RGS4 inhibitor: 1%; RXFP1 agonist: 1.7%; ALOX12 inh: 0%; Vif-A3F inh: -14%; Vif-APOBEC3G blk: 0%; USP1-UAF1 inh: -4%; TrxR1 inh: 5%

Results for Cc1ccc(C(=O)NC(=O)CSc2nncn2C)cc1 ?
TrxR1 substrate: 0%; IDH1 R132H inh: -2%; RGS4 inhibitor: -1%; RXFP1 agonist: 2.4%; ALOX12 inh: 3%; Vif-A3F inh: -10%; Vif-APOBEC3G blk: 1%; USP1-UAF1 inh: -14%; TrxR1 inh: 24%

How did C=C(C)COC(=O)C1CC2OC2CC1C(=O)OCC(=C)C (stereo not given) do in these assays?
TrxR1 substrate: 4%; IDH1 R132H inh: 5%; RGS4 inhibitor: -7%; ALOX12 inh: -11%; Vif-A3F inh: 4%; Vif-APOBEC3G blk: 3%; USP1-UAF1 inh: -18%; TrxR1 inh: 8%[57.1 µM]

How did COc1ccc(C)c2sc(N(Cc3cccnc3)C(=O)C3CCCCC3)nc12 do in these assays?
TrxR1 substrate: -2%[57.1 µM]; IDH1 R132H inh: -38%; RGS4 inhibitor: inconclusive; RXFP1 agonist: 0.8%; ALOX12 inh: inconclusive; Vif-A3F inh: -2%; Vif-APOBEC3G blk: -2%; USP1-UAF1 inh: -15%; TrxR1 inh: 6%[57.1 µM]

Results for O=C(CSc1ccccn1)N/N=C/c1cc([N+](=O)[O-])ccc1O ?
TrxR1 substrate: -7%; IDH1 R132H inh: 17%; RGS4 inhibitor: -6%; RXFP1 agonist: 1.8%; ALOX12 inh: -15%; Vif-A3F inh: 4%; Vif-APOBEC3G blk: -3%; USP1-UAF1 inh: -20%; TrxR1 inh: 17%

Results for Cc1ccccc1Nc1c2c(nc3nncn13)CCC2 ?
TrxR1 substrate: 4%; IDH1 R132H inh: -3%; RGS4 inhibitor: -3%; RXFP1 agonist: 2.0%; ALOX12 inh: -13%; Vif-A3F inh: -9%; Vif-APOBEC3G blk: 2%; USP1-UAF1 inh: -6%; TrxR1 inh: -14%

How did Cc1ccc(Cn2c(SC(C)C(N)=O)nc3ccccc3c2=O)cc1 (stereo not given) do in these assays?
TrxR1 substrate: 3%[57.1 µM]; IDH1 R132H inh: 2%; RGS4 inhibitor: 3%; RXFP1 agonist: 4.8%; ALOX12 inh: 10%; Vif-A3F inh: 9%; Vif-APOBEC3G blk: -1%; USP1-UAF1 inh: -18%; TrxR1 inh: 11%[57.1 µM]

How did Cc1cc(OC(=O)c2ccccc2)n(CCC#N)n1 do in these assays?
TrxR1 substrate: 1%; IDH1 R132H inh: 5%; RGS4 inhibitor: -36%; RXFP1 agonist: 2.0%; ALOX12 inh: -23%; Vif-A3F inh: -3%; Vif-APOBEC3G blk: -4%; USP1-UAF1 inh: -8%; TrxR1 inh: inconclusive

How did CC(=O)Oc1ccccc1C(=O)C=Cc1cccc([N+](=O)[O-])c1 do in these assays?
TrxR1 substrate: -4%; IDH1 R132H inh: 2%; RGS4 inhibitor: inconclusive; ALOX12 inh: -6%; Vif-A3F inh: 3%; Vif-APOBEC3G blk: inconclusive; USP1-UAF1 inh: -24%; TrxR1 inh: 25µM*

Results for Cc1ccc(Cl)cc1N1CCN(C(=O)c2cc(S(=O)(=O)N3CCCC3)c[nH]2)CC1 ?
TrxR1 substrate: -4%; IDH1 R132H inh: -16%; RGS4 inhibitor: -41%; RXFP1 agonist: 2.6%; ALOX12 inh: -11%; Vif-A3F inh: inconclusive; Vif-APOBEC3G blk: -14%; USP1-UAF1 inh: -7%; TrxR1 inh: -6%

What do the screens show for `COc1ccc(-c2csc(N(CCCN(C)C)C(=O)c3ccc(F)cc3)n2)cc1`?
TrxR1 substrate: 2%; IDH1 R132H inh: 2%; RGS4 inhibitor: -9%; RXFP1 agonist: 2.3%; ALOX12 inh: -4%; Vif-A3F inh: -2%; Vif-APOBEC3G blk: 1%; USP1-UAF1 inh: -20%; TrxR1 inh: 10%[57.1 µM]

Results for CCOC(=O)c1cnc2c(c(C3CC3)nn2C)c1N1CCOCC1 ?
TrxR1 substrate: -16%[57.1 µM]; IDH1 R132H inh: 4%; RGS4 inhibitor: -7%; RXFP1 agonist: 7.9%; ALOX12 inh: 487%[activator]; Vif-A3F inh: 6%; Vif-APOBEC3G blk: -6%; USP1-UAF1 inh: -18%; TrxR1 inh: 25%[57.1 µM]

Screening results: PubChem BioAssay, National Center for Advancing Translational Sciences (NCATS)

The list is partial; rates above refer to the full screens.
